Screens as filed in PubChem BioAssay.
TGFb SMAD3 inh = inhibitors of TGF-b signaling | HepG2 CAGA-GFP TGF-b/SMAD3 reporter, GFP fluorescence, 18 h; TGF-beta stimulated, 500 pg/mL final | Potency, µM (titrated, usually from 46.1 µM), for the others: at the highest dose activity, negative = inhibition, hits mostly inhibitors | hit rate 1.2% among 410,000; note: potency is the fitted concentration of half-maximal effect; % is set by controls: 0 for no effect and ±100 for the full control effect; nearly all actives have a fitted effect of over 65% in size
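First, reporter cells (HEPG2 CAGA-GFP) rested 2 h at 37 degrees C. Next, compounds were pinned in and TGF-beta added to 500 pg/mL final. After 18 h, GFP was imaged per cell and summed per well.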
A549 viability = counter-screen for Nrf2 inhibitors: cytotoxicity in A549 cells; A549 ARE-Fluc cells, CellTiter-Fluor viability, 18-24 h; Potency, µM (doses to about 46 µM), without a hit: at the highest dose activity change, negative = cytotoxicity, hits mostly inhibitors; hit rate 0.16% among 390,000; AID 504648; note: potency is the fitted concentration of half-maximal effect; % is set by controls: 0 for no effect and ±100 for the full control effect
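Cytotoxicity counterscreen: CellTiter-Fluor fluorescence was measured in A549 ARE_Fluc cells after 18-24 h of compound exposure in a concentration series. The subsequent BugLite luminescent read reports ARE-luciferase activity.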
CCT modulator = modulators of cytosolic chaperonin (CCT/TRiC) activity; purified chaperonin ATPase assay, HTRF ADP detection, 30 min; activity change, % (concentration not given with the values), hits read low; hit rate 0.3% among 360,000; in the data active = activity change below about -30%; note: % is set by controls: 0 for no effect and ±100 for the full control effect
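Nucleotide hydrolysis assay: TRiC at 20–40 nM final (set by batch activity) with 10 uM ATP, 30 min at 37 °C, in presence of 76 uM compound. Detection by competitive ADP HTRF, 30 min ambient.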
HepG2 tox = HepG2 cytotoxicity, counter-screen for TGF-b inhibitors; HepG2 CAGA-GFP viability, ATP luminescence, 18 h; Potency, µM (highest dose often 46.1 µM), for inactives: at the top dose activity change, negative = cytotoxicity, most hits filed as cytotoxic; hit rate 0.76% among 410,000; note: potency is the fitted concentration of half-maximal effect; some results filed as inactive show a strong effect at the top dose
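CellTiter-Glo luminescence gave cytotoxicity after 18 hours at 37 degrees C. The cells were HepG2 CAGA-GFP in 1% FBS DMEM, stimulated with 500 pg/mL TGF-beta after compound addition. %Activity was normalised to no-cell wells (complete cell-killing) and DMSO (no toxicity), and curves were fitted and classified.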
Nrf2 activator = activates Nrf2 signaling. Potency, µM (titrated, usually from 46.1 µM), for inactives: top-dose activation, actives largely listed as activators. AID 624171. AREc32 ARE-luciferase reporter (MCF7-derived line), luminescence, 24 h. hit rate 0.31% among 410,000; note: potency is the fitted concentration of half-maximal effect; % of control where 0% means no effect; nearly all actives have a fitted effect of over 65% in size
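AREc32_Fluc, 1000 cells/well, OPTI-MEM + 5% FBS, o/n 37 deg C 5% CO2; 23 nL cpd by pin tool, 24 hr; Steady-Glo 30 min RT, luminescence.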
ATXN viability = reduces viability in counter-screen for ATXN expression inhibitors. S2 cells (HEK-293 line with an ATXN2-luciferase reporter) viability, CellTiter-Fluor protease fluorescence, 24 h. Potency, µM (highest dose often 56.7 µM), most hits filed as cytotoxic. hit rate 0.49% among 400,000; note: potency is the fitted concentration of half-maximal effect; nearly all actives have a fitted effect of over 40% in size
Nrf2 inh = Nrf2 pathway inhibition. A549 ARE-Fluc reporter, luciferase luminescence, 18-24 h. Potency, µM (top dose mostly 46 µM), for inactives: top-dose activity change, negative = inhibition, hits mostly inhibitors. hit rate 2.1% among 360,000. AID 504444; note: potency is the fitted concentration of half-maximal effect; % is set by controls: 0 for no effect and ±100 for the full control effect; nearly all actives have a fitted effect of over 60% in size
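Reporter: ARE-Fluc in A549. Exposure: 18-24 h, 37 °C, 5% CO2, 5% FBS OPTI-MEM. Readouts: fluorescent cytotoxicity (CellTiter-Fluor), then luminescent Nrf2 signal after BugLite.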
Akt phos inh = inhibitors of Akt phosphorylation; activity change, % for hits at 50 µM; Neuro2A IGF-stimulated pAkt S473 HTRF, 20 min; stronger effect = lower value; hit rate 0.32% among 360,000; in the data active = activity change below about -80%; inconclusive = mostly about -51% to -80%; note: % is set by controls: 0 for no effect and ±100 for the full control effect
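Neuro2A cells (4,500/well, DMEM with 0.5% FBS) were treated with compound at a single 50 µM final concentration, stimulated with 6 nM IGF for 20 min at 37 °C, and lysed. Phospho-Akt Ser473 was read by HTRF as 665/615 ratio ×10^4.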
MmCpn inh = inhibitors of Methanococcus maripaludis chaperonin (MmCpn) | hit rate 0.031% among 330,000 | purified Mm-Cpn ATPase, ADP Transcreener TR-FRET | Potency, µM (doses to about 76.9 µM), for the others: top-dose activity, negative = inhibition, usual class: inhibitors; note: potency is the fitted concentration of half-maximal effect; % is set by controls: 0 for no effect and ±100 for the full control effect; nearly all actives have a fitted effect of over 80% in size
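Eu-cryptate anti-ADP/ADP-d2 competition gives a ratio inversely related to ADP. Enzyme at 25 nM was pre-exposed to compound for 10 min, then given 10 uM ATP for 30 min, 37°C throughout.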
* = called active by the depositor; i = inactive; ? = inconclusive; · = no result given; & = joins results of further samples. Unless noted, calls come from the whole dose curve; as a rule, active = well fitted curve in the direction sought with a large enough effect; inconclusive = small, poorly fitted or top-dose-only effect, or another doubt; inactive = no such curve, though single readings can be large; an effect the other way counts as inactive or inconclusive.

cpd	smiles	TGFb SMAD3 inh	A549 viability	CCT modulator	HepG2 tox	Nrf2 activator	ATXN viability	Nrf2 inh	Akt phos inh	MmCpn inh
1	O=C(C1CC1)N1N=C(c2ccccc2)CC1(O)C(F)(F)F (configuration not stated)	-6%	-2%	0.7	0%	-0.2%	i	2%	i	1%
2	CCS(=O)(=O)NCCCc1ccccc1	-2%	-2%	0.4	-6%	2.0%	i	18%	i	2%
3	CN1C(=O)N(CC(=O)N2CCN(S(=O)(=O)/C=C/c3ccccc3)CC2)C(=O)C12CCCCC2	?	0%	-0.7	-21%	0.8%	?	-3%	i	0%
4	COCCN(CCOC)C(=O)CN1C(=O)NC(Cc2c[nH]c3ccccc23)C1=O (configuration not stated)	2%	4%	-2.2	-5%	0.7%	i	?	i	4%
5	Cc1ccc(S(=O)(=O)Nn2c(O)c(C=C3N=c4ccccc4=N3)sc2=S)cc1	-19%	-28%	-0.4	-29%	?	i	-30%	i	-1%
6	Cc1cc(C)c(S(=O)(=O)N2CCCC(C(=O)NCCC3=CCCCC3)C2)c(C)c1 (configuration not stated)	1%	?	1.2	-3%	-0.8%	?	?	i	-2%
7	COc1ccccc1NC(=O)c1cnc(SCC(=O)N2CCOCC2)n(C)c1=O	-19%	8%	·	-24%	?	i	·	·	·
8	CNc1nc(-c2ccc3c(c2)CCN3C(=O)c2ccc(F)cc2)cs1	1%	-17%	-1.0	10%	10%	i	?	i	-9%
9	O=C(CC1C(=O)NCCN1C1CCCC1)NCc1cccc(OC(F)(F)F)c1 (configuration not stated)	-3%	6%	-1.1	-1%	0.5%	i	-1%	i	-3%
10	CCOC(=O)Cc1nnc(NC(=O)CSc2nncn2C)s1	24%	1%	-2.1	-5%	-0.8%	i	5%	i	1%
11	Cc1cc(NS(=O)(=O)c2ccc(NC(=O)CSc3nnc(-c4ccco4)n3Cc3ccco3)cc2)nc(C)n1	8%	2%	0.4	-1%	0.6%	i	10%	i	1%
12	O=[N+]([O-])c1cccc(S(=O)(=O)c2cccc([N+](=O)[O-])c2)c1	-1%	-2%	1.2	9%	-0.7%	i	-18%	i	-2%
13	O=C(CSc1ccc(Cl)cc1)NNC(=O)c1ccncc1	-4%	-2%	-1.1	0%	0.0%	?	5%	i	0%
14	CC(=O)Nc1ccccc1OC(C)C(=O)NC(C)c1ccc(F)cc1 (configuration not stated)	4%	1%	0.1	18%	-1.9%	i	-7%	i	0%
15	Cc1cccc(CN2C(=O)c3ccccc3Sc3ccc(C(=O)NCc4cccs4)cc32)c1	-8%	1%	·	-16%	0.8%	·	·	·	·
16	Cc1ccc(C)n1NC(=O)c1ccccc1O	-22%	2%	-0.1	-31%	0.2%	i	6%	i	-2%
17	COc1ccc(CN2CCN(C(=O)c3ccco3)CC2)cc1OC	0%	3%	-0.9	1%	-0.5%	i	-3%	i	-1%
18	Cc1ccc(-n2c(-c3ccncc3)nnc2-c2cccs2)cc1	9%	-3%	-2.8	-27%	0.7%	i	-10%	i	·
19	C=C(C)CSc1nc(C)c(Cc2ccccc2)c(=O)[nH]1	-4%	-1%	0.9	-2%	-0.1%	i	-3%	i	0%
20	O=C(NCCCSc1ccccc1)c1cc(Cl)ccc1O	?	3%	2.9	-32%	1.7%	i	-1%	i	-3%
21	CCOC(=O)c1[nH]c2ccc(OCC)cc2c1NC(=O)CN1CCCC(C)C1 (configuration not stated)	24%	1%	-0.1	6%	2.1%	i	·	i	-4%
22	O=C1[C@H]2[C@@H](c3ccccc3)N[C@]3(CCCN(Cc4ccc(Cl)cc4)C3=O)[C@H]2C(=O)N1Cc1ccccc1	4%	·	-1.6	-25%	-0.1%	i	·	i	·
23	COc1ccc(-c2nnn(CC(=O)N(Cc3ccccc3Cl)C(C(=O)NCC3CCCO3)c3ccco3)n2)cc1OC (configuration not stated)	0%	6%	-2.1	2%	0.1%	i	?	i	0%
24	COc1ccc(Cc2nc(-c3ccc(NC(=O)c4cccnc4)cc3)no2)cc1	2%	-1%	-0.9	-1%	0.2%	i	·	i	-1%
25	Cc1ccc2oc(C(=O)NCC(c3ccc(Cl)cc3)N3CCOCC3)c(C)c2c1 (configuration not stated)	-10%	-7%	·	-1%	0.6%	·	-27%	·	·
26	O=C(Nc1ccc2oc(=O)ccc2c1)c1cccnc1Cl	-5%	-9%	-0.2	-3%	0.7%	i	-17%	i	1%
27	CC(C)(C)c1csc(NC(=O)c2cccs2)n1	-25%	-1%	-1.2	-18%	2.9%	i	14%	i	2%
28	CCOC(=O)/C=C1\CC(=O)Nc2nonc2N1	-33%	·	0.3	-15%	-0.2%	i	-8%	i	-6%
29	O=C1C2CC=CCC2C(=O)N1c1n[nH]c(Cc2ccccc2)n1 (configuration not stated)	4%	1%	-0.3	4%	0.0%	i	-18%	i	4%
30	CC1(C(=O)Nc2ccc3ccccc3c2)CCC(=O)N1CCCn1ccnc1 (configuration not stated)	8%	·	-2.6	1%	-1.1%	i	·	i	·
31	Cn1cccc1C(C#N)c1ncc(C(F)(F)F)cc1Cl (configuration not stated)	-30%	2%	-14	-23%	2.5%	i	?	i	4%
32	O=C(Nc1ccc(N2CCOCC2)nc1N1CCOCC1)c1cccc(C(F)(F)F)c1	6%	2%	0.0	2%	-1.4%	i	?	i	-2%
33	Cn1nccc1C(=O)OCC(=O)Nc1nc(-c2ccccc2)cs1	4%	-5%	0.6	-17%	4.0%	i	-25%	i	-3%
34	Cc1ccc(C(=O)NC2(C(F)(F)F)N=C(c3ccccc3)N(C3CCCCC3)C2=O)cc1 (configuration not stated)	-23%	0%	·	-29%	0.2%	i	1%	·	·
35	COc1cc(NC(=O)c2ccccc2F)ccc1NC(=O)c1ccccc1Cl	-3%	5%	-1.6	-3%	1.6%	i	?	i	0%
36	Cc1ccccc1-c1ccc(/C=C2/SC(N3CCOCC3)=NC2=O)o1	20%	-9%	-2.0	-44%	4.9%	·	3%	i	0%
37	COc1cc2sc3ccc(C#Cc4ccccn4)cc3c(=O)c2cc1OC	12%	3%	-0.9	-25%	5.2%	?	2%	i	·
38	CCCn1c(=O)c(C(=O)Nc2c(C)n(C)n(-c3ccccc3)c2=O)c(O)c2ccccc21	11%	7%	-3.5	-5%	0.1%	i	4%	i	-4%
39	O=C(c1ccncc1)N1CCN(C2CCCCC2)CC1	-15%	14%	1.5	-1%	-0.5%	i	6%	i	-1%
40	COc1cccc(-c2nc(SCC(=O)NCC3CCCO3)c(-c3ccc(C)cc3)[nH]2)c1 (configuration not stated)	-22%	-8%	·	-36%	-0.6%	·	-10%	·	·
41	Cn1c(NC(=O)C[n+]2cc(-c3ccccc3)n3c2CCC3)cc(=O)n(C)c1=O	0%	-3%	-1.4	16%	0.1%	i	-19%	i	1%
42	COc1cc(CNCc2ccncc2)cc(OC)c1OC	-6%	0%	-2.6	1%	0.3%	i	-23%	i	-1%
43	c1ccc(-c2cc(-c3ccccc3)on2)cc1	3%	0%	-1.6	-4%	?	i	?	i	-1%
44	CN(C)C(=O)CSc1nc2ccccc2n1Cc1ccccc1	-5%	1%	2.3	-20%	0.5%	i	-1%	i	-2%
45	COC(=O)c1ccc(Cn2nnc3c(=O)[nH]c(C4CCCN(S(=O)(=O)c5cccc(Cl)c5)C4)nc32)cc1 (configuration not stated)	9%&23%	0%&-12%	-1.7	11%&2%	-1.2%&-0.3%	i	14%&0%	i	2%
46	CC(C)CC(=O)N1CCN(S(=O)(=O)c2ccc(Cl)cc2)CC1	-6%	0%	-1.0	-12%	0.3%	?	-2%	i	-8%
47	CCOC(=O)C(NC(=O)c1ccccc1)=C(C)C	3%	-8%	-0.4	-3%	-0.1%	i	3%	i	2%
48	CC(C)Cn1c(/C=C/c2ccc(F)cc2)nc2ccccc21	?	-2%	·	-23%	9.9%	?	?	·	·
49	CCN(CC)C(=O)CN1C(=O)NC2(CCc3ccccc3C2)C1=O (configuration not stated)	9%	-2%	1.0	6%	-1.0%	i	-11%	i	2%
50	CCCn1c2ccc(C)cc2c2nnc(SCCN3CCOCC3)nc21	21%	-2%	1.3	-11%	4.1%	i	2%	i	0%
51	COc1cccc(CC(=O)OCC(=O)NC2CCCC2)c1	0%	7%	-3.8	8%	-0.4%	i	10%	i	-2%

Molecules above that have a CF3 group (5):
cpd	smiles	TGFb SMAD3 inh	A549 viability	CCT modulator	HepG2 tox	Nrf2 activator	ATXN viability	Nrf2 inh	Akt phos inh	MmCpn inh
1	O=C(C1CC1)N1N=C(c2ccccc2)CC1(O)C(F)(F)F (configuration not stated)	-6%	-2%	0.7	0%	-0.2%	i	2%	i	1%
9	O=C(CC1C(=O)NCCN1C1CCCC1)NCc1cccc(OC(F)(F)F)c1 (configuration not stated)	-3%	6%	-1.1	-1%	0.5%	i	-1%	i	-3%
31	Cn1cccc1C(C#N)c1ncc(C(F)(F)F)cc1Cl (configuration not stated)	-30%	2%	-14	-23%	2.5%	i	?	i	4%
32	O=C(Nc1ccc(N2CCOCC2)nc1N1CCOCC1)c1cccc(C(F)(F)F)c1	6%	2%	0.0	2%	-1.4%	i	?	i	-2%
34	Cc1ccc(C(=O)NC2(C(F)(F)F)N=C(c3ccccc3)N(C3CCCCC3)C2=O)cc1 (configuration not stated)	-23%	0%	·	-29%	0.2%	i	1%	·	·

An excerpt from above in order of molar mass, low to high.
cpd	smiles	TGFb SMAD3 inh	A549 viability	CCT modulator	HepG2 tox	Nrf2 activator	ATXN viability	Nrf2 inh	Akt phos inh	MmCpn inh
27	CC(C)(C)c1csc(NC(=O)c2cccs2)n1	-25%	-1%	-1.2	-18%	2.9%	i	14%	i	2%
48	CC(C)Cn1c(/C=C/c2ccc(F)cc2)nc2ccccc21	?	-2%	·	-23%	9.9%	?	?	·	·
34	Cc1ccc(C(=O)NC2(C(F)(F)F)N=C(c3ccccc3)N(C3CCCCC3)C2=O)cc1 (configuration not stated)	-23%	0%	·	-29%	0.2%	i	1%	·	·
